N-glyco inh: blocks N-linked glycosylation in D54 reporter cells; D54 ERlucT glycosylation luciferase reporter, 24 h; percent of 100 nM tunicamycin response; reporter increase, % at 12.5 µM; 360,000 compounds, 0.23% hits; AID 588692;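 active = mean luciferase reporter signal, scaled so untreated is 0 and the glycosylation-blocking control 100, at or above a set limit in every replicate; inconclusive = mean reaches the limit but not every replicate does; inactive = mean below the limit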;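 note: luciferase carries N-glycosylation sites so blocking glycosylation raises the light; 0% = median of neutral control wells and 100% = median of 100 nM tunicamycin wells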
hiPSC survival: enhancers of human iPSC single-cell survival. 360,000 compounds, 0.044% hits. survival enhancement, % at 20 µM. hiPSC single-cell survival, ATPlite luminescence; 100% = ROCK inhibitor wells, 0% = DMSO. AID 602274; in the data active = survival enhancement above about 18%;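 note: cells exposed to compounds for 16 hours before the ATP read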
MC4R barr agon: human MC4R agonism via beta-arrestin. P32245. U2OS MC4R beta-arrestin complementation, luminescence; percent of melanotan II response, DMSO zero. activation, % at 8.9 µM. 360,000 compounds, 0.98% hits. AID 540308;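 active = activation above a per-plate cutoff, the mean activation of sample wells on that plate plus 3 SD, cut at about 8% in these data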
Granule exo inh: lytic granule exocytosis inhibition; TALL-104 LAMP-1 surface exposure, flow cytometry; cells stimulated with thapsigargin and PMA; inhibition, % at 10 µM; 360,000 compounds, 0.66% hits; AID 651702;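 active = inhibition above about 55%, limit read from the data; inconclusive = no clear call, values can overlap the other calls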
MC4R antagonist: human MC4R antagonism in cAMP assay | P32245 | MC4R-expressing cells, MTII-stimulated cAMP, LANCE TR-FRET | inhibition, % at 6.5 µM | 360,000 compounds, 0.48% hits | AID 540295;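 active = inhibition above its plate's cutoff, the mean of tested wells on that plate plus 3 SD, cut at about 29% in these data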;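 note: 0% = Melanotan II alone and 100% = Melanotan II plus saturating MCL0020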
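system = U2OS cells with stable human MC4R expression | also added = Melanotan II challenge after compound preincubation | dosing = one concentration, 6.5 µM nominal | incubation = compound 30 min, challenge 1 h, detection 1 h | measured by = TR-FRET with Eu-cAMP and labeled anti-cAMP, 671 nm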
ABHD5-PLIN5 inh: ABHD5-PLIN5 protein interaction inhibition. 360,000 compounds, 0.78% hits. AID 602281. inhibition, % at 4 µM. Split G. princeps luciferase complementation, luminescence, 4 h;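 active = inhibition above the mean inhibition across every tested compound plus 3 SD, cut at about 22% in these data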;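 note: 0% = DMSO only wells and the 100% control is not disclosed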
Target sequence (Q00G26 whole entry, looked up): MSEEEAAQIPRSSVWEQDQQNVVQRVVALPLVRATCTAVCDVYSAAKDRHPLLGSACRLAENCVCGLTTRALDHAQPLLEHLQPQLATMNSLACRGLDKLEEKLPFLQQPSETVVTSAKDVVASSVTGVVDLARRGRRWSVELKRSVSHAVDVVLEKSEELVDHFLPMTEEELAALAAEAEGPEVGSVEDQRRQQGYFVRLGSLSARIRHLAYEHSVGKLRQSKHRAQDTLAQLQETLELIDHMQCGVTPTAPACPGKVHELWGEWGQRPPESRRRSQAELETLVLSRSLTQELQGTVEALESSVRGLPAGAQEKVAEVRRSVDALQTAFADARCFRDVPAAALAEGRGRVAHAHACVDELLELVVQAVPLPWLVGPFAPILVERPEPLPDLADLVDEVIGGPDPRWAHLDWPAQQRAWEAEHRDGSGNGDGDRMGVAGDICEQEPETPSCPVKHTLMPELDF
Target sequence (Q8WTS1 whole entry, looked up): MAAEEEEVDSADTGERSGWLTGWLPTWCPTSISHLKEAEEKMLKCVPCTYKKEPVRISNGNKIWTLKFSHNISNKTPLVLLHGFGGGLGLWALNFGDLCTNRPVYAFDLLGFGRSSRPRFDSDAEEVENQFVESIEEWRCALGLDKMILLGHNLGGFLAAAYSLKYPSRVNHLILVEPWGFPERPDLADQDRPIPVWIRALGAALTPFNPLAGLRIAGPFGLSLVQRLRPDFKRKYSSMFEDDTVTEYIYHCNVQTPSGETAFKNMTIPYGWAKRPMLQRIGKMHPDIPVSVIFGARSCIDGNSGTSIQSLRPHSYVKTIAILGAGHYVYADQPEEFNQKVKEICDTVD
m5-HT2A agonist: activates the mouse 5-HT2A serotonin receptor. P35363. CHO-K1 mHTR2A beta-arrestin complementation, luminescence; percent of 30 µM serotonin response. activation, % at 7.6 µM. 360,000 compounds, 0.66% hits. AID 624169;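 active = activation above a run cutoff, the mean activation of all tested compounds plus 3 SD, cut at about 14% in these data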;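 note: 0% = plate median of compound wells and 100% = 30 µM serotonin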
ABCB6 inh 2: inhibitors of human ABC transporter ABCB6; K562-ABCB6 porphyrin accumulation, flow cytometry, 1 h; stronger effect = lower value; 360,000 compounds, 0.19% hits; AID 602162; fluorescence ratio to DMSO, % at 10 µM;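 active = fluorescence ratio to DMSO below 75%, the collection mean minus 3 SD; inconclusive = too few cells collected in the well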;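 note: signal is porphyrin accumulated inside mitochondria; 100% equals median channel fluorescence of DMSO control wells; lower ratio means ABCB6 inhibition with less porphyrin fluorescence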
aDG glyco act: alpha-DG glycosylation activation; AID 624168; activation, % at 10 µM; Pro5-aDG cells, alpha-DG glycosylation AlphaScreen (IIH6); 0% Pro5, 100% B10-LARGE cell signal; 360,000 compounds, 0.22% hits;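 active = activation of at least 8% versus controls, or a plate z-score of at least 8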;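 note: Pro5 are CHO cells carrying HIG-tagged alpha-DG that lacks glycosylation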
Cardio protect: myocardial damage modulation in H9c2 cells. H9c2 cardiomyocytes, H2O2 injury protection, ATPLite, 2 h. protection from H2O2 cell death, % at 20 µM. 360,000 compounds, 0.63% hits. AID 588492;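 active = compounds giving at least 50% protection of heart cells from peroxide-induced death in the single-dose screen, raw or plate-pattern-corrected value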;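 note: 0% = DMSO wells with peroxide and 100% = DMSO wells without peroxide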
* marks the source's active call; other numbers are inactive results; u = inconclusive; x = not tested or not shown.

SMILES	N-glyco inh	hiPSC survival	MC4R barr agon	Granule exo inh	MC4R antagonist	ABHD5-PLIN5 inh	m5-HT2A agonist	ABCB6 inh 2	aDG glyco act	Cardio protect
CCOc1ccc(CCNC(=O)COC(=O)c2cc(=O)[nH]c3ccccc23)cc1OCC	1	0.3	-2.2	40	2	-4	-7	97	0.1	-3
CN(Cc1ccccc1)C(=O)COC(=O)C1CCN(S(=O)(=O)c2cccs2)CC1	1	0.7	-1.7	-4	14	-3	4	430	-0.1	-3
O=C1c2ccccc2C(=O)N1CCOc1cccc(Br)c1	3	0.3	-0.2	19	15	-2	3	97	0.7	-2
Cc1cc(-c2ccccc2)[nH]c(=O)c1S(=O)(=O)c1ccc(Cl)cc1	0	-0.8	-1.7	-2	1	-9	2	90	-0.1	-2
COc1ccc(NC(=O)NC2(C(=O)N3CCCC(C)C3)CCCCC2)cc1 (stereo not drawn)	-2	1.2	0.7	2	3	-5	-3	100	0.1	5
COc1ccc(CNC(=O)C2CCCN2C(=O)NCc2ccccc2)cc1 (stereo not drawn)	0	0.4	0.1	-8	13	6	0	87	0.1	-4
CN(C)c1ccc(-c2ccnc3c2CC(C)(C(=O)Nc2cccc(Oc4ccccc4)c2)O3)cc1 (stereo not drawn)	-1	-0.9	-2.7	3	9	0	-5	92	-0.6	-1
COc1ccccc1NC(=O)CC(NC1CCCCC1)C(=O)O (stereo not drawn)	3	-1.2	-1.8	-1	3	-4	0	93	-0.1	6
CC(=O)/C(C(=N)N1CCN(C(c2ccccc2)c2ccccc2)CC1)=C(\C)O	-2	-1.7	1.9	1	10	0	-8	104	-0.3	7
Cc1ccc2[nH]c(=O)c(CN(Cc3cccs3)C(=S)NCC3CCCO3)cc2c1 (stereo not drawn)	-2	1.0	-0.8	0	8	0	3	95	0.4	-3
Cc1cccc(OCCC(=O)Nc2ccccc2C(N)=O)c1	3	0.3	-0.7	-9	4	3	0	91	0.0	-9
Cc1onc(-c2ccccc2Cl)c1C(=O)OCC(=O)c1ccccc1	0	1.0	-0.8	-4	6	-4	-3	101	-0.1	-6
CC(OC(=O)CSc1ccc([N+](=O)[O-])cc1)C(=O)NCc1ccccc1 (stereo not drawn)	0	-0.4	0.1	-9	17	7	-4	99	0.0	5
Cn1ccc(C(=O)Nc2cccnc2Cl)n1	3	-0.4	-1.3	2	2	-1	-5	96	-0.1	7
Cc1cccnc1NC(=O)C1c2ccccc2Oc2ccccc21	0	-0.3	1.7	-2	5	6	-5	92	0.2	5
Cn1c(CNC(=O)CNC(=O)Cc2ccccc2)cc(=O)n(C)c1=O	1	1.1	-2.2	4	1	-2	-1	99	-0.2	7
COC(=O)c1ccc(CNc2ccc(C(C)=O)cc2)cc1	4	0.2	x	-3	x	-6	-2	98	0.1	0
CN(C)S(=O)(=O)c1ccc(C(=O)NCC(=O)N/N=C/c2cccs2)cc1	2	0.9	-1.5	1	3	0	3	102	-0.7	-1
C=CCn1c(Cc2cccs2)nnc1SCC(=O)Nc1ccc(OC)c(OC)c1	-1	0.3	0.7	0	-1	3	8	92	0.2	1
COc1ccc(CN2C(=O)CCCc3ccccc32)cc1	1	1.6	0.5	-2	-6	-12	5	88	-0.3	1

Compound profiles, as listed above. Order of values: N-glyco inh, hiPSC survival, MC4R barr agon, Granule exo inh, MC4R antagonist, ABHD5-PLIN5 inh, m5-HT2A agonist, ABCB6 inh 2, aDG glyco act, Cardio protect
COc1ccccc1NC(=O)CC(NC1CCCCC1)C(=O)O (stereo not drawn) across the screens: 3, -1.2, -1.8, -1, 3, -4, 0, 93, -0.1, 6
C=CCn1c(Cc2cccs2)nnc1SCC(=O)Nc1ccc(OC)c(OC)c1 across the screens: -1, 0.3, 0.7, 0, -1, 3, 8, 92, 0.2, 1

(list continues)
SMILES	N-glyco inh	hiPSC survival	MC4R barr agon	Granule exo inh	MC4R antagonist	ABHD5-PLIN5 inh	m5-HT2A agonist	ABCB6 inh 2	aDG glyco act	Cardio protect
CCOC(=O)C(Cc1ccccc1)NS(=O)(=O)c1ccc(NC(C)=O)cc1 (stereo not drawn)	-1	0.3	-2.0	-2	5	3	2	99	-0.3	10
O=C(Cn1cnc2c(cnn2-c2ccc(F)cc2)c1=O)N1CCCc2ccccc21	x	-0.2	-1.7	13	2	-1	-1	102	0.2	1
CCOc1ccc(CN2CCN(C(=O)c3cccc4ccccc34)CC2)cc1	-1	0.5	0.1	-1	2	-1	4	95	0.1	4
COc1ccc(/C=N/n2nnnc2N)c(OC)c1	4	0.1	-0.1	0	3	2	0	102	0.0	8
COc1ccc(-c2coc3cc(OC)ccc3c2=O)cc1	-12	-1.6	0.9	-6	-8	-3	0	95	0.2	-13
CCOC(=O)c1ccc(S(=O)(=O)NNc2ccc(C(F)(F)F)cn2)cc1	1	4.4	1.6	-3	4	7	11	98	-0.1	-16
COc1cccc(C(=O)NN=C2CCCC2)c1	2	0.1	-0.8	-1	1	0	-3	101	-0.4	-4
Clc1ccccc1Nc1nc(NCc2cccs2)nc2ccsc12	-2	2.0	16*	23	-1	2	-8	99	4.0	-24
COc1ccc(C(=O)Oc2cccc(Nc3ncnc4ccccc34)c2)cc1OC	-8	-2.2	0.9	-5	2	-2	4	92	3.5	-6
CCCCC1=CC2=CC(=O)C(C)(OC(=O)CC)C(=O)C2=CO1 (stereo not drawn)	1	5.4	2.1	5	7	6	8	109	0.1	6
O=C(Cc1c(F)cccc1Cl)OCC(=O)N1CCN(c2ccccc2)CC1	-1	-0.5	0.3	-5	10	-4	-4	98	0.0	-4
COCCCNC(=O)C1CCCCN1S(=O)(=O)c1ccc(F)cc1 (stereo not drawn)	-2	0.8	0.8	0	2	7	7	96	-0.2	4
Nc1c(C(=O)N/N=C/c2ccc(Cl)cc2)cnn1-c1ccccc1	0	-0.8	4.1	-8	9	-5	-1	94	-0.1	3
NS(=O)(=O)c1ccc(N2N=C(c3ccccc3)CC2c2ccc(F)cc2)cc1 (stereo not drawn)	1	-2.0	7.9	1	22	-10	-8	104	1.5	-17
N#Cc1ccccc1S(=O)(=O)N1CCN(S(=O)(=O)c2ccc(Br)c(C(=O)O)c2)CC1	-1	0.6	-1.6	59*	22	-2	-5	96	0.1	-1
CCOC(=O)C1CCN(C(=O)c2cn(C)c(=O)c3cc(OC)c(OC)cc23)CC1	0	0.2	-1.6	2	3	0	0	98	0.3	7
CCOC(=O)c1c(C)[nH]c(C(=O)OCCOc2ccc(Cl)cc2)c1C	4	-0.5	5.3	-4	2	-4	-1	98	0.7	-6
O=C(O)/C=C/C(=O)Nc1ccc(Cl)cc1C(=O)c1ccccc1	-2	-0.6	0.5	12	10	6	2	96	-0.1	1
CCOc1ccc(N=C2NC(=O)CS2)cc1	0	1.7	0.1	-13	1	-3	4	101	0.1	6
Cc1csc(NC(=O)CSc2nnc(C)n2Cc2ccco2)n1	1	-0.8	-1.2	0	-3	-4	4	86	0.1	2
CCN(C[C@H]1N[C@@](CC)(C(=O)OC)[C@H]2C(=O)N(C)C(=O)[C@@H]12)S(=O)(=O)c1ccc(C)cc1	-2	-1.8	-0.7	-3	5	-2	3	102	-0.2	4
Cc1ccc(S(=O)(=O)/N=C2\C=C(Nc3cccc(C(=O)O)c3)C(=O)c3ccccc32)cc1	2	-0.3	-2.4	27	-7	8	-6	104	-0.1	-14
COc1ccc(-c2csc(N(CC3CCCO3)C(=O)c3cccs3)n2)cc1 (stereo not drawn)	-5	0.4	0.4	-3	15	-1	0	93	0.3	4
Cc1ccc(N2CC(C(=O)N3CCC(c4nc5ccccc5[nH]4)CC3)CC2=O)cc1C (stereo not drawn)	-3	0.0	-2.8	-2	21	4	-7	104	0.1	4
CCC1CCCCN1C(=O)c1cc(COc2ccc(-n3cncn3)cc2)on1 (stereo not drawn)	3	-0.2	-0.3	-2	10	3	4	96	2.0	-18
CC1CN(C(=O)CCC(=O)NCc2ccccn2)c2ccccc2O1 (stereo not drawn)	2	-1.6	-1.1	-1	2	1	3	102	-0.2	3
COC(=O)c1ccc(C(=O)OC)c(NC(=O)c2cnc3n(c2=O)CCS3)c1	3	6.3	0.0	0	-2	2	-6	108	-0.2	-2
CC(=O)Nc1ccc(NC(=O)Cn2cnc3c(nnn3Cc3ccc(F)cc3)c2=O)cc1	-1	0.5	-1.8	-4	5	4	4	103	-0.3	12
CCc1ccc2c(c1)NC(=O)C2(C)Cc1ccccc1 (stereo not drawn)	-1	-1.1	2.7	7	-1	-6	4	96	-0.2	-2
Cc1ccc(S(=O)(=O)C2(C(=O)Nc3ccc4c(c3)OCO4)CC2)cc1	1	-2.5	-1.2	8	4	3	0	106	0.1	1
O=C(COCc1cc(-c2ccc3c(c2)OCO3)on1)N1CCN(c2ccccc2)CC1	2	-0.4	1.6	-1	5	-4	-8	103	-0.8	-4
O=C(Cn1nnc(-c2cccs2)n1)N1c2ccccc2Sc2ccc(C(F)(F)F)cc21	-2	2.8	-0.8	-1	11	-9	-2	97	0.2	-4
CCOC(=O)C(C#N)=C1CCN(Cc2ccccc2)CC1	0	-0.2	-1.4	7	-3	5	7	104	0.0	-2
NC(=O)c1ccc(NC(=O)COC(=O)/C=C/c2ccc(Br)o2)cc1	2	0.0	-2.4	0	8	-2	2	101	-0.1	-6
CC(=O)c1cccc(NC(=O)CC2SC(N3CCCCC3)=NC2=O)c1 (stereo not drawn)	-1	0.0	-2.0	-6	22	-10	-4	100	0.0	7
O=C(CCCN1C(=O)NC2(CCCC2)C1=O)NCc1ccccc1	2	0.7	-0.4	-6	1	5	4	94	0.2	1
Cc1cccc(N2CCN(C(=O)c3cccc(S(=O)(=O)N4CCOCC4)c3)CC2)c1C	1	0.2	-3.9	14	4	12	3	93	0.7	-6
O=C(CN(Cc1ccc(F)cc1)C(=O)CNS(=O)(=O)c1ccccc1)NCC1CCCO1 (stereo not drawn)	2	0.1	-0.2	u	7	16	-4	98	-0.2	0
Cc1ccc(C(=O)OCC(=O)Nc2ccccc2C(F)(F)F)cc1S(=O)(=O)N1CCCCC1	-1	0.2	-4.3	1	6	-2	-7	94	0.3	-3
Cn1nc(CC(=O)N2CCN(c3ccccc3)CC2)c2ccccc2c1=O	0	1.2	-1.1	1	-3	-6	-3	84	0.7	-1
Cn1c(SCc2cccnc2)nc2c(c1=O)SCC2	0	-0.9	0.1	-4	-1	-2	-2	92	-0.1	0
CN(NC1OC(=O)c2ccccc21)c1ncc(Cl)cc1C(F)(F)F (stereo not drawn)	-1	-0.8	0.7	3	7	0	0	99	1.1	-4
Cc1cc(F)ccc1S(=O)(=O)NCC(c1cccnc1)N1CCc2ccccc21 (stereo not drawn)	-2	-0.4	-2.1	-2	6	-2	0	88	0.0	-3
FC(F)(F)c1cc(-c2ccccc2)nc(N2CCCCC2)n1	-1	-0.7	0.6	-3	-2	-3	1	91	-0.1	-3
CN(C)N=Nc1nc2c(c(=O)n(C)c(=O)n2C)n1CC1CO1 (stereo not drawn)	-4	-0.8	-1.2	0	-1	0	-2	95	0.1	11
